# DAX1 inh-1: NR0B1 (DAX1) inhibition; 0.99% of 340,000 active; inhibition, % at 6.75 µM; HEK293 Gal4-DAX1 luciferase reporter, luminescence; AID 504766;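 active means inhibition above the mean over all tested compounds plus 3 SD, cut at about 4.2% in these data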;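 further: 0% = DAX1-transfected cells with DMSO and 100% = empty-vector control cells with DMSO; inhibition shows as a rise in luminescence from relieved DAX1 repression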
# Target sequence (P51843 207-470 limits assumed): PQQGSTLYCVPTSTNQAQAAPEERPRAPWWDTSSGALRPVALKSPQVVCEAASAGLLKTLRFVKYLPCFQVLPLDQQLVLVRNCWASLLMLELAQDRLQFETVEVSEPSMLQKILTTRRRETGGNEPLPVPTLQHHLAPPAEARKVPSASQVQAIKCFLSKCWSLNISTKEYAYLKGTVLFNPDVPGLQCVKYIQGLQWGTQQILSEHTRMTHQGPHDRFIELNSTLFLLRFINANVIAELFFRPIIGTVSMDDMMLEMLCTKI
# GAA850 FXN act: frataxin GAA850 promoter activation. 0.56% of 360,000 active. activation, % at 6 µM. HEK293 lucGAA850 FXN promoter luciferase reporter, 24 h; percent of 10 µM SAHA response;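 active means activation above the average of all compounds screened plus 3 SD, cutoff fixed separately per campaign, cut at about 7.5% in these data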;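 further: 0% = DMSO wells and 100% = 10 µM SAHA wells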
# ssDAF-12 act: S. stercoralis DAF-12 activation, primary screen | AID 652126 | 1% of 370,000 active | HEK293 ssDAF-12/GRIP1 lit1-tk-luc reporter, luminescence; % of 3 µM dafachronic acid response | activation, % at 6.8 µM;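 active means activation above the mean over all tested compounds plus 3 SD, cut at about 0.9% in these data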;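 further: 0% = DMSO-only wells and 100% = 3 µM delta7-dafachronic acid wells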
# PG9 binder: small molecules binding HIV-1 gp120 antibody PG9 | inhibition, % at 6.7 µM | TR-FRET gp120-PG9 antibody binding | 0.43% of 360,000 active | AID 624416; in the data active means inhibition above about 8.5%
# hcDAF-12 act: activates DAF-12 receptor from parasite H. contortus. HEK293 hcDAF-12 lit1-tk-luc reporter, luminescence; 0% DMSO, 100% Δ7-dafachronic acid. activation, % at 6.8 µM. 1.4% of 370,000 active. AID 652067;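 active means activation above the mean of all tested compounds plus 3 SD, cut at about 5.5% in these data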;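 further: 100% = response to 3 µM Δ7-dafachronic acid high control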
# HGIII-sPLA2 inh: Inhibits HGIII-sPLA2 liposome hydrolysis, primary screen; Q9NZ20; QFRET BODIPY PC-A2 liposome hydrolysis, fluorescence; inhibition, % at 12.2 µM; 0.56% of 370,000 active; AID 743126;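 active means inhibition above mean plus 3 SD of compounds lying within the high and low control bounds, cut at about 19% in these data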;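 further: 0% = median of test compound wells and 100% = no enzyme DMSO wells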
# PLCb3 inh: blocks human PLC-beta3 enzyme activity; Q01970; Purified PLC-beta3, fluorogenic substrate, fluorescence; inhibition, % at 12.2 µM; 0.18% of 370,000 active; AID 720704; in the data active means inhibition above about 11%;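 further: 0% = median of compound wells on plate and 100% = full blocker control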
# hgDAF12 agonist: hgDAF-12 agonism, primary luciferase screen; activation, % at 6.8 µM; 1.8% of 370,000 active; HEK293 GAL4-hgDAF12 UAS-luciferase reporter, agonist luminescence; normalized to butyrate control;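 active means activation above a cutoff set at the mean of all screened compounds plus 3 SD, cut at about 10% in these data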;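 further: 0% = DMSO wells and 100% = sodium butyrate wells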
# Rev-erbA mod: Rev-erb alpha (human) modulation. P20393. Rev-erbα–FITC-DNA binding, fluorescence polarization, 90 min. activity, % at 10 µM. 0.79% of 370,000 active. AID 1259318;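 active means activity above about 14%, limit read from the data; passing the limit was not always enough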;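 further: 0% = DMSO wells with 35 nM protein and 100% = DMSO wells with 750 nM protein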
# Target sequence (P20393 whole entry, looked up): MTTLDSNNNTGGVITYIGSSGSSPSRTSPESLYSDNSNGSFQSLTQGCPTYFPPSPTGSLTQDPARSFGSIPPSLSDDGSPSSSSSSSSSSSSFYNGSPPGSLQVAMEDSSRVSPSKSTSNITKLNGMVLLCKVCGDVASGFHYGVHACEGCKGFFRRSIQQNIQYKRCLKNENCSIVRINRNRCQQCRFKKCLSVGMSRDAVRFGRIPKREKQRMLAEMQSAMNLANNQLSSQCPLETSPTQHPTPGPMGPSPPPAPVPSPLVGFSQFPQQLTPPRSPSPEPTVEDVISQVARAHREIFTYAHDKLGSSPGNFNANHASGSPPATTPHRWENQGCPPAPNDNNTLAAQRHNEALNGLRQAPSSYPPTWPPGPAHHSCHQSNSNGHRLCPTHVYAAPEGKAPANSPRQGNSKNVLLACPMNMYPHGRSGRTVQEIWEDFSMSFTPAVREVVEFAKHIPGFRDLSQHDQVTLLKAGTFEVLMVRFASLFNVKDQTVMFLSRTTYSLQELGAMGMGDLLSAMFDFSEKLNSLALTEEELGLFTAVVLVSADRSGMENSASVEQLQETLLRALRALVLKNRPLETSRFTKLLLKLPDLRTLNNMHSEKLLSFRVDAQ
# DAX1 inh-2: DAX1 (NR0B1) inhibition, primary screen; 1.1% of 370,000 active; AID 652010; HEK293T StAR-luciferase reporter, SF-1/DAX-1 repression relief; inhibition, % at 6.8 µM;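 active means inhibition above the mean over all tested compounds plus 3 SD, cut at about 3.6% in these data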;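 further: 0% = DAX-1 cells with DMSO and 100% = cells lacking DAX-1 with DMSO; higher inhibition means more luminescence from relief of DAX-1 repression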
# SMARCA2 activ: activators of SMARCA2 function | MG213 cells, MMTV-luciferase reporter, dexamethasone, overnight | activation, % at 9.1 µM | 1% of 370,000 active | AID 652017; in the data active means activation above about 7.8%;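 further: 0% = vehicle wells and 100% = reference activator wells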
# Numbers without * were called inactive; x = not tested or not shown. Rows are unselected; about 7% have a hit in one of these screens.
SMILES,DAX1 inh-1,GAA850 FXN act,ssDAF-12 act,PG9 binder,hcDAF-12 act,HGIII-sPLA2 inh,PLCb3 inh,hgDAF12 agonist,Rev-erbA mod,DAX1 inh-2,SMARCA2 activ
CCCC1CCC(=NNC(=S)NCCc2ccccc2)CC1 (stereo unspecified),1.4,-0.1,-1.4,-0.9,-1.2,1,-1,1.2,-4,0.3,-2
COc1ccc(-n2nc(C(=O)N(C)C3CCCCC3)c3ccccc3c2=O)c(OC)c1,0.0,0.9,-0.7,0.1,-2.5,8,-26,0.3,-2,-0.1,-2
C=CCNC(=O)c1cc(=O)c2ccccc2o1,-1.2,1.4,-1.2,-0.1,0.0,1,7,0.1,-2,0.0,-1
COc1ccc(/C=C2/SC(=O)N(CCC(=O)Nc3ccccc3)C2=O)cc1OC,-1.0,2.4,-0.2,-37,1.3,2,0,-0.4,24*,0.0,-3
COc1ccc(S(N)(=O)=O)cc1C(=O)NCCCN1CCN(c2cccc(Cl)c2)CC1,-0.6,-0.6,-1.6,-2.5,-1.5,-4,3,-4.0,0,0.0,0
Cc1ccc(Nc2nc(-c3cccnc3)cs2)cc1C,4.3*,1.9,3.8*,-1.5,20*,0,-5,19*,5,3.5,2
COc1ccc2[nH]c(=S)[nH]c2c1,0.4,0.7,-0.6,-1.1,-0.7,-4,1,-0.6,-6,0.5,1
COc1cc(C)ccc1NC(=O)c1ccc(S(=O)(=O)N2CCOCC2)cc1,-1.1,0.2,-1.3,-1.1,-0.3,-2,2,-1.9,-2,-0.2,-1
CCOc1cccc(-c2cc(=O)[nH][nH]2)c1,0.5,-1.7,-1.6,-2.0,-2.2,-34,-10,-0.1,-5,-0.1,1
COc1cnc(-c2ccccn2)nc1Oc1c(C)cccc1C,-3.6,0.3,-1.8,-1.2,-2.7,4,1,-7.0,7,-0.4,-2
CCc1ccc(NC(=O)c2cnn3c(C(F)F)cc(C)nc23)cc1,0.9,2.5,-0.7,0.1,-2.0,-6,2,-3.4,-8,-0.2,1
O=C(Nc1ccncc1)c1cc(-c2ccccn2)nc2ccccc12,0.4,-0.4,-0.9,-0.5,1.4,-8,-4,0.7,3,-0.1,-3
CCN1C(=O)NC(c2ccccc2)C1=O (stereo unspecified),-0.4,-1.3,-1.4,-1.3,-0.3,11,-1,-3.3,-4,0.2,-5
COc1cc(C(C(=O)NC2CCCCC2)N(C(=O)Cc2c[nH]c3ccccc23)c2ccc(C)cc2)cc(OC)c1OC (stereo unspecified),-0.7,-0.2,-1.3,-0.8,-1.0,-102,6,0.4,4,-0.2,-4
Cc1cccc(COC[C@H](Cc2ccccc2)N2CCN(C(=O)c3ccc(Cl)c(Cl)c3)CCC2=O)c1,x,x,-1.4,1.6,-2.8,-17,1,0.1,0,0.6,-6
COc1ccc(NC(=O)CSc2n[nH]c(=O)n2Cc2ccccc2)cc1Cl,-1.8,0.2,-0.8,0.4,-2.4,-8,-6,0.8,1,-0.9,-1
O=C(O)CCCN1C(=O)/C(=C\C(Cl)=C\c2ccccc2)SC1=S,0.7,-7.6,-1.3,-2.3,-0.6,-5,-7,0.0,2,-0.1,-2
COCc1ccc(C(=O)N2CCCC(C(=O)c3cccc(C(F)(F)F)c3)C2)o1 (stereo unspecified),1.9,2.1,-1.2,0.1,-2.2,1,-9,0.5,3,-0.8,1
COCc1c(C(=O)OCc2nnc(-c3ccc([N+](=O)[O-])cc3)o2)oc2ccccc12,-0.7,-0.5,-0.7,-1.6,-1.7,4,-4,2.8,-11,-0.4,3
CC(C)CC1NC(=O)N(CC(=O)Nc2cc([N+](=O)[O-])ccc2F)C1=O (stereo unspecified),-0.5,2.6,-1.7,-2.5,1.9,-3,-4,-1.1,2,0.4,6
CCn1nc(C)c(CNC(=O)C2CCC(=O)N(Cc3ccc(Cl)cc3)C2)c1C (stereo unspecified),-0.3,0.4,-1.2,0.1,-0.6,1,-3,1.9,-10,-0.2,0
CCOCCCn1c(=N)c(S(=O)(=O)c2ccc(C)cc2)cc2c(=O)n3cc(C)ccc3nc21,0.8,1.6,-1.0,-2.6,-2.5,4,-35,0.1,3,0.3,0
O=C1CSC(=S)N1/N=C/c1cccnc1,1.6,1.0,-0.4,-2.7,-0.9,7,-10,0.1,-6,1.0,-4
CC(C)CNC(=O)c1ccccc1NC(=O)CSCc1ccccc1,-1.5,0.0,-1.0,-0.8,-1.3,-7,4,0.0,-1,-0.5,-1
CC(=O)C(C)Oc1ccc2c3c(c(=O)oc2c1C)CCCC3 (stereo unspecified),0.0,6.9,-1.4,-2.9,-1.2,-2,-47,2.2,-3,0.8,4
CCCC(C(=O)Nc1ccncc1)c1ccccc1 (stereo unspecified),0.1,0.0,-1.1,-1.8,-1.1,-10,-1,-0.6,-5,-1.0,-3
Cc1ccsc1C(=O)NC(C)c1ccccc1 (stereo unspecified),-1.3,1.8,-1.0,-1.2,0.5,4,-1,-0.8,2,-0.2,3
CCC(C)[C@H](NC(=O)[C@@H]1CSC2c3ccccc3C(=O)N21)C(=O)NCc1ccco1 (stereo partly specified),0.6,2.1,-1.3,-1.9,0.5,-5,-7,0.0,1,0.3,3
Cc1cc(C)c(OCC(=O)N/N=C/c2ccc3c(c2)OCO3)c(C)c1,0.0,-1.2,-0.6,2.2,-1.5,4,-2,-4.0,-1,0.3,0
Cc1ccc(S(=O)(=O)N2CCN(C(=O)CCC(=O)NCc3cccc(C(F)(F)F)c3)CC2)cc1,1.0,-1.7,-1.3,-0.2,-1.3,-18,-4,-1.0,1,-0.8,-2
COc1ccccc1NC(=O)C(C)OC(=O)Cn1cnc2c1c(=O)n(C)c(=O)n2C (stereo unspecified),0.5,-1.1,-1.1,0.1,-0.7,0,-4,0.4,-1,1.1,-1
O=C(CN1CCCCC1)NCC(=O)Nc1ccc(F)c(F)c1F,-0.4,0.2,-1.0,0.0,-1.0,1,-7,2.8,-8,0.4,1
CC1(C)OC(C(=O)NC2CCCCC2)C(C(=O)NC2CCCCC2)O1 (stereo unspecified),0.8,1.3,-1.2,-2.2,-0.9,-5,1,-0.2,-1,-0.1,3
Cc1ccc(CNC(=O)c2ccccc2NC(=O)CN2CC(C)OC(C)C2)cc1 (stereo unspecified),-0.4,0.0,-1.2,0.3,-0.3,2,-2,-2.5,-1,-0.4,-1
O=S1(=O)CCSC[C@@H](CN2CCCC2)N1,x,x,-1.1,-1.4,-0.4,2,2,-0.1,2,0.1,1
COc1ccc(NC(=O)c2cc(-c3ccco3)on2)cc1,-0.1,0.8,-0.4,0.0,1.4,4,1,-0.5,-5,-0.1,3
CCOC(=O)C1=CN(Cc2cccc(F)c2)S(=O)(=O)N(CC)C1c1ccc(F)c(Cl)c1 (stereo unspecified),-1.2,-8.3,-1.4,-0.7,-2.1,-1,-4,-1.6,-2,-0.3,-4
Cc1ccc([N+](=O)[O-])cc1N(CC(=O)NC1CCCC1)S(C)(=O)=O,-0.6,-1.0,-1.2,-0.4,0.1,-4,3,0.1,-2,0.0,-3
O=C(CSc1c2c(nc3ccc(Cl)cc13)CCCC2)N1CCN(C(=O)c2ccco2)CC1,-0.6,1.7,-2.0,-2.3,-1.8,-7,-9,0.5,-3,0.2,3
CSc1nc2sc3c(c2c(=O)n1C)CCC(C)C3 (stereo unspecified),1.7,2.1,-0.5,-0.7,0.8,1,-1,3.6,1,1.0,2

# Look-ups from above:
# CCCC(C(=O)Nc1ccncc1)c1ccccc1 (stereo unspecified) – hcDAF-12 act: -1.1
# O=C(CSc1c2c(nc3ccc(Cl)cc13)CCCC2)N1CCN(C(=O)c2ccco2)CC1 – Rev-erbA mod: -3

# Going on with the list:
SMILES,DAX1 inh-1,GAA850 FXN act,ssDAF-12 act,PG9 binder,hcDAF-12 act,HGIII-sPLA2 inh,PLCb3 inh,hgDAF12 agonist,Rev-erbA mod,DAX1 inh-2,SMARCA2 activ
CCc1ccc(NC(=O)COC(=O)/C(=C/c2ccccc2OC)c2ccccc2)cc1,-0.3,1.0,-0.9,-2.0,-1.9,-18,-6,0.3,7,0.6,1
O=S1(=O)CC(N2CCCC2)CN1Cc1cn(Cc2ccc(C(F)(F)F)cc2)nn1 (stereo unspecified),x,x,-0.6,-3.1,0.0,-7,2,1.0,5,1.3,-3
COc1ccc(Nc2ccc(OC)cc2)cc1,x,3.0,-1.6,-11,0.0,18,-9,2.9,4,0.2,2
CCCn1c(N)c(C(=O)COC(=O)/C=C/c2ccc(OC(F)F)c(OC)c2)c(=O)[nH]c1=O,-0.9,-2.9,-1.7,-1.9,-1.9,-5,-11,-4.0,-4,-3.1,-1
C#CCOCCOCCOCCNc1nc(N2CCOCC2)nc(N2CCN(C(=O)CCCCCCCCCCNC(=O)[C@H]([C@@H](C)CC)n3cc(CCCCN=C(N)N)nn3)CC2)n1,0.5,0.4,-0.8,1.2,0.0,-40,-1,-1.3,7,-0.4,-1
CC(=O)Nc1nc2cc3c(cc2s1)OCCO3,1.3,6.5,1.3*,-0.5,3.2,5,-4,11*,3,5.8*,4
C=CCn1c(C(C)NC(=O)c2ccccc2)n[nH]c1=S (stereo unspecified),-0.7,1.6,-0.7,-1.1,-1.6,7,-1,-2.9,-4,-0.7,-3
COCc1c(C(=O)NC2CCCCCC2)oc2ccccc12,-0.1,0.4,-2.1,2.5,-1.9,0,-3,1.0,-3,-2.0,-1
Cc1ccccc1C(=O)N1CCN(c2ccc(NC(=O)c3cccnc3)cc2)CC1,-0.3,-3.3,-1.5,-2.7,-2.0,3,7,0.3,3,-1.3,1
CNC(=S)NNC(=O)c1cccn(Cc2cccc(Cl)c2)c1=O,0.2,0.5,-1.6,2.0,0.2,4,-20,3.4,-2,0.7,-3
COC(=O)c1[nH]c(C)c(/C(O)=C2\C(=O)C(=O)N(CCN3CCOCC3)C2c2cccs2)c1C (stereo unspecified),2.4,-1.1,-1.7,1.8,-0.8,3,1,1.3,1,0.0,1
COc1ccc(C(=O)/C=C/Nc2ccc(NC(C)=O)cc2)cc1OC,-0.1,1.1,-1.7,-6.4,-1.6,-2,-97,-0.6,4,-0.3,0
CCOC(=O)n1cc(C(=O)c2ccccc2O)cn1,0.3,0.9,-0.1,-1.0,2.1,-1,-10,0.8,-3,0.1,0
COc1ccccc1CNC(=O)c1cccc2c1C(=O)N(Cc1cccnc1)C2,1.1,0.9,-1.4,-1.6,-2.5,-1,5,-2.7,6,-0.3,0
O=C(COC(=O)c1cc2ccccc2cc1O)NCc1ccccc1,0.6,0.9,-1.5,1.5,0.1,-4,-49,2.1,-2,-0.4,-1
O=C(NC1CCCC1)C(c1ccc(Cl)cc1)N(C(=O)c1csnn1)C1CC1 (stereo unspecified),0.5,-0.2,-0.7,-2.3,-0.5,6,0,0.7,4,-0.1,1
CC(=O)Nc1ccc(NS(=O)(=O)c2ccc3c(c2)oc(=O)n3C)cc1,-1.5,-1.3,-1.5,-0.7,-1.9,1,-1,2.1,6,-0.3,2
